# Screening results deposited in PubChem by several laboratories.
# Dynein transport: inhibitors of GR-EGFP nuclear translocation, primary screen, dynein cargo transport inhibitor project, imaging, high-content, 3617.4 mouse cells; test concentration mostly 20 µM; stimulated with dexamethasone, 1 µM; hits give low values; z-score, hits read low; hit rate 0.47% among 220,000; AID 1381, 2008;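 active = plate z-score of nuclear minus cytoplasmic receptor signal below a set negative limit, without overly bright fluorescence or cell loss, cut at about -3.5 in these data, passing the limit was not always enough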;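 also: z-score of nuclear minus cytoplasmic ring GR-EGFP intensity difference per well; some compounds called inactive have numbers as strong as hits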
#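 Buffer or medium: tetracycline-free induction medium containing charcoal-stripped FBS / Reagent: dexamethasone agonist, 1.0 µM final, for 30 min / Technique: automated 10x imaging of fixed Hoechst-stained cells / Times: induction 48 h, compound 1 h, agonist 30 min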
# Yfh1-off respiration: enhancers of respiration in Yfh1-depleted yeast, dose response, Friedreich's ataxia, plus single-dose screen (AID 1465); S. cerevisiae Yfh1-off respiration, WST-1 reduction, 72 h; higher fold induction means a stronger effect; fold induction at 50 µM; hits with a dose series show EC50 in µM; hit rate 0.074% among 220,000;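 active = fold induction of absorbance versus untreated yeast above a set limit, then at least 30% activation at any dose in follow-up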;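 also: activators that raise dye reduction in frataxin-depleted yeast; strong numbers were not always called active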
# bCat nuc transl: modulators of beta-catenin nuclear translocation, primary screen, imaging, HeLa cells, immunofluorescence, high-content | AID 1665, 2009 | hit rate 0.3% among 190,000 | nuclear translocation activity, % at 5 µM;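 active = nuclear translocation activity above 50% at 5 µM, with a well cell count of 50 or more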;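 also: per-cell ratio of nuclear to cytoplasmic median beta-catenin stain intensity; plate controls were DMSO negative control for no effect and GSK-3 inhibitor IX positive control for full effect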
#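 Signal – beta-catenin immunofluorescence imaging with DAPI · Test system – human HeLa cell line · Dosing – 5 µM primary single dose, 0.1% DMSO, 0.02–20 µM confirmation series · Measure – % activation, nuclear-to-cytoplasmic median beta-catenin signal ratio per cell · Incubation – 24 h compound exposure at 37°C, 5% CO2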
# human PMI inhibitors: human PMI inhibitors, high substrate, primary screen, biochemical, fluorescence intensity, high mannose 6-phosphate (AID 1220); Mannose-6-phosphate isomerase (Homo sapiens); recombinant PMI enzyme, coupled fluorescence intensity; higher % means a stronger effect; one-dose inhibition, % at 20 µM; IC50 in µM for titrated hits; hit rate 0.66% among 190,000
# Insulin prom up: insulin promoter activators in MIN6 cells, imaging, high-content screening, mouse beta cells; MIN6 insulin promoter-GFP reporter; hits give high values; z-score at 5 µM; hit rate 0.3% among 190,000;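 active = z-score above 3 at 5 µM with at least 500 cells counted in the well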
# PMI inhibitors: inhibitors of human PMI, primary screen, biochemical, fluorescence intensity, coupled assay (AID 1209). Mannose-6-phosphate isomerase (Homo sapiens). purified PMI enzyme, coupled fluorescence intensity; higher % means a stronger effect. inhibition, % at 20 µM, or IC50 in µM where a hit was titrated. hit rate 0.42% among 190,000;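 also: plate controls were DMSO vehicle for no effect and wells lacking substrate for full effect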
# MT stabilize HCS: microtubule stabilizers in HeLa cells, primary screen, imaging, high-content imaging. HeLa tubulin immunostaining HCS, 24 h; share of cells brighter than vehicle mean+2SD. % tubulin-high responders, % at 10 µM. hit rate 0.83% among 200,000. AID 2205, 2009;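 active = plate Z-score above 3 for both tubulin-high and condensed-nucleus cell shares, with cell loss under 80%, at 10 µM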;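 also: anti alpha tubulin signal scored within the nucleus-defined area of each cell; some results filed as inactive read as strong as hits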
# WT yeast gro inh: growth inhibition of WT strain, primary screen, mitochondrial fusion inhibitor project, WT and mutant strains, chemical genetic; hit rate 2.1% among 190,000; AID 1362, 2008; inhibition, % at 10 µM; mitochondrial fusion phenotypic screen; in the data active = inhibition above about 58%; tested in S. cerevisiae
# Autophagy mod: autophagy modulators in MEF cells, primary screen, imaging, high-content, MEF GFP-LC3; MEF GFP-LC3 puncta imaging; test concentration mostly 10 µM; calls only at 10 µM (by protocol); hit rate 0.98% among 190,000; AID 463193, 2010;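 active = percentage of spot-positive cells more than 3 SD above its plate mean, without a fluorescence outlier flag or 80% toxicity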;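 also: spot-positive cell cutoff set from DMSO-treated cells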
# WT yeast gro inh mutant strain: also measured in WT yeast gro inh; calls as there; inhibition, %; mitochondrial fusion phenotypic screen, mutant strain inhibition
# Dynein transport cytoplasmic EGFP: further read-out of Dynein transport, marked with its call; z-score; measured here: cytoplasmic GR-EGFP intensity; hits give high values
# Dynein transport nuclear GR-EGFP: recorded beside Dynein transport, whose call it bears; z-score; measured here: nuclear GR-EGFP intensity;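 lower value marks the stronger effect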
# Dynein transport cell count: second read-out of Dynein transport, no call of its own (marks repeat the call); z-score; measured here: cell count per field
# Insulin prom up cell count: also measured in Insulin prom up; calls as there; cell count; measured here: cytotoxicity, nuclei count;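 total cells summed across four imaged fields per well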
# bCat nuc transl cell count 5 µM: recorded beside bCat nuc transl, whose call it bears; cell count; measured here: cell count, cytotoxicity flag
# MT stabilize HCS Hoechst-high %: further read-out of MT stabilize HCS, marked with its call; % Hoechst-high responders; measured here: nuclear condensation Hoechst responders;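 share of cells brighter than vehicle mean plus two SD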
# MT stabilize HCS cytotoxicity %: further read-out of MT stabilize HCS, marked with its call; toxicity, %; measured here: cytotoxicity by cell density;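 0% = mean cell density of plate MIN control wells and 100% = no cells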
# Autophagy mod cell loss 18 h: further read-out of Autophagy mod, marked with its call; toxicity, %; measured here: cell loss, nuclei count;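 cell loss after 18 h compound exposure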
# * hit, by the source's call; i = inactive; . = no result given; + = active, no number. Rule as the data show it, unless noted: active = inhibition above about 50%; inactive = the rest.
SMILES,Dynein transport,Dynein transport cytoplasmic EGFP,Dynein transport nuclear GR-EGFP,Dynein transport cell count,Yfh1-off respiration,bCat nuc transl,bCat nuc transl cell count 5 µM,human PMI inhibitors,Insulin prom up,Insulin prom up cell count,PMI inhibitors,MT stabilize HCS,MT stabilize HCS Hoechst-high %,MT stabilize HCS cytotoxicity %,WT yeast gro inh,WT yeast gro inh mutant strain,Autophagy mod,Autophagy mod cell loss 18 h
CCCCn1nc2cc(C(=O)NCc3ccc(OC(F)(F)F)cc3)ccc2c1OC,-0.46,-0.2,-0.31,0.19,i,2.7,1309,16%,-0.56,1595,17%,0.8,1.1,9.0,5,-13,i,7
COCCNC(=O)CCCn1c(=O)c2cc(OC)c(OC)cc2n(CC(=O)c2cccc(OC)c2)c1=O,1.4,-0.3,1.4,-1.8,i,0.1,1031,6%,-0.14,1166,7%,6.1,2.0,6.4,6,2,i,11
O=C(Cc1csc(Nc2nc(=S)[nH]c3ccccc23)n1)NCCCN1CCN(c2ccccc2F)CC1,0.47,-0.3,0.25,0.97,i,-0.8,1107,-11%,-0.46,1201,2%,2.1,2.6,9.4,5,2,+,11*
Cc1ccccc1Nc1nc(N)nc(COC(=O)c2cccn2C)n1,2.2,-0.2,1.5,-1.2,i,-1.0,1173,9%,0.42,987,4%,1.5,1.8,6.2,-1,6,.,.
C=CCn1cc(C(=O)OC)c(=O)c2cc(S(=O)(=O)N3CCC(C)CC3)ccc21,-0.66,-0.45,-0.23,0.13,i,.,.,.,.,.,.,2.2,1.9,6.8,.,.,i,10
CCn1c(SCC(=O)NCC2CCCO2)nnc1-c1ccc(S(=O)(=O)N2CCN(C)CC2)cc1 (stereo unspecified),-0.54,-0.26,-0.0014,0.32,i,2.0,927,8%,.,.,12%,2.0,3.2,5.5,-8,-14,i,-8
C=CCNC(=O)COc1ccc(S(=O)(=O)N2CCCC2)cc1,-0.13,-0.34,-0.63,2.8,i,0.0,1524,-2%,0.83,1352,3%,2.2,2.2,12,4,-10,i,-5
CC1(C)Cc2c(c(N3CCOCC3)nc3sc4c(NCC5CCCO5)nnnc4c23)CS1 (stereo unspecified),1.8,-0.24,0.81,-0.2,i,-2.4,1066,.,-0.75,1236,.,.,.,.,.,.,.,.
Cc1ccc(NC(=S)NCCc2ccccc2)c(C)c1,0.58,-0.25,-0.046,-0.22,i,.,.,8%,0.04,1147,14%,2.6,1.5,2.6,70*,60*,i,4
Cc1cc(NC(=O)c2cc(-c3ccco3)on2)no1,-0.14,-0.21,0.065,0.1,i,-2.7,938,23%,-0.02,1516,24%,1.3,1.6,4.8,-8,-44,i,1
CCCCNC(=O)COC(=O)CNC(=O)c1cc(Cl)cc([N+](=O)[O-])c1,-0.29,-0.22,-0.43,0.24,i,3.0,997,8%,0.76,1054,0%,3.8,2.1,4.4,7,26,i,-1
CCOc1ccc(CN2CCN(c3cc(C)nc4c5c(C)cc(C)nc5nn34)CC2)cc1,0.46,-0.017,0.61,1.5,i,.,.,5%,-0.61,1197,9%,2.2,0.0,73,-6,9,i,4
CCC(NS(=O)(=O)c1ccc(C)cc1)C(=O)Nc1ccc(NC(C)=O)cc1 (stereo unspecified),-1,-0.24,-0.44,-0.64,i,.,.,-4%,0.81,1222,0%,1.3,1.6,4.7,0,14,i,-1
O=C(NCCc1c[nH]c2ccccc12)C(=O)NCC(c1cccnc1)N1CCN(c2ccccc2)CC1 (stereo unspecified),0.69,-0.04,1.5,-1.1,i,5.0,433,17%,-1.1,1029,17%,4.0,1.2,5.6,-6,-18,i,29
O=c1[nH]c2ccccc2nc1/C=C/c1ccc(F)cc1,-3,11,-0.13,0.18,i,-1.2,1247,-13%,.,.,-13%,4.6,2.5,5.0,3,6,i,20
CCOC(=O)CSc1nnc(CNc2ccccc2Cl)n1-c1ccccc1,-0.048,-0.14,0.26,-0.94,i,-4.5,964,6%,0.29,1219,3%,1.6,2.1,11,-16,-20,i,-7
CC(c1ccco1)N(C(=O)c1ccccc1NS(=O)(=O)c1ccc(Cl)c([N+](=O)[O-])c1)c1ccccn1 (stereo unspecified),-1.2,-0.22,-0.84,0.61,i,.,.,-3%,0.35,1328,-13%,2.0,3.5,8.2,21,-17,i,-5
c1ccc2oc(-c3ccn[nH]3)cc2c1,0.033,-0.31,0.054,0.86,i,0.1,1262,.,2.2,1095,.,.,.,.,.,.,.,.
O=C(NNC(=S)Nc1cccc(Cl)c1)c1ccccc1OC(F)F,-1.3,1,-0.92,1.8,i,-2.1,596,-12%,-0.04,1237,-12%,3.4,2.8,4.2,22,-5,i,6
CC(=O)N1N=C2/C(=C/c3ccccc3)CCCC2C1c1ccccc1 (stereo unspecified),2.5,0.12,1.6,-1.8,i,-1.3,952,-1%,-0.31,1411,4%,3.8,2.5,6.1,44,-7,i,6
CC(C)OC(=O)CSc1nnc2n1C(C)(C)Cc1ccccc1-2,-0.58,-0.21,-0.29,0.38,i,-2.1,1035,4%,-0.9,1360,3%,2.1,2.1,5.9,.,.,i,-5
CCN(CC)S(=O)(=O)c1ccc2c3c(cccc13)C(=O)N2,-0.77,-0.09,-0.18,-0.13,i,0.1,1039,5%,-0.3,1861,3%,2.1,2.7,2.0,5,-7,+,8.4*
CCCn1nc(NC(=O)C2CCCO2)c2cc3cc(C)ccc3nc21 (stereo unspecified),0.57,-0.14,0.39,0.084,i,-3.8,1164,5%,-1.2,926,9%,1.6,1.5,9.1,8,25,i,-8
CC1CCc2nc(N)c(C#N)c(-c3ccncc3)c2C1 (stereo unspecified),-0.26,-0.19,0.19,0.059,i,-1.4,1140,2%,1.3,1251,9%,5.8,2.8,9.3,17,3,i,7
c1ccc(Cc2nnc3sc(-c4ccccn4)nn23)cc1,1.1,-0.26,0.54,0.64,i,0.0,1101,25%,0.61,1842,24%,3.2,1.8,4.5,1,25,i,11
C/C(=N\NC(=O)CSc1nc(C)cc(C)n1)c1cccc([N+](=O)[O-])c1,-0.43,-0.25,-0.26,0.47,i,2.9,996,5%,-0.68,1290,10%,4.9,1.7,4.3,0,-6,i,-3
COC(=O)c1ccccc1NC1=C/C(=N\S(=O)(=O)c2cccs2)c2ccccc2C1=O,2.4,-0.014,1.4,-0.65,i,3.6,960,-25%,-0.3,966,0%,3.6,1.8,2.7,62*,37*,i,99
Cc1[nH]n(-c2ccccc2)c(=O)c1C=Nc1ccc(S(=O)(=O)N(C)C)cc1,-0.42,0.016,-0.4,0.55,i,.,.,3%,0.16,1351,-4%,2.2,2.9,2.7,0,-7,i,2
CC1(C)CC(=O)c2sc(NC(=O)c3ccco3)nc2C1,0.47,-0.2,0.57,-0.27,i,.,.,3%,-0.66,880,-2%,6.5,3.0,3.3,-1,-3,i,7
CCOc1ccc2oc(C(=O)OCC(=O)NC3CC3)c(C)c2c1,-1.2,0.049,-0.46,0.9,i,-0.5,1030,12%,0.08,1549,8%,3.8,1.3,11,-15,9,i,2
CSc1cccc(NC(=O)CCCOc2ccc(Cl)cc2Cl)c1,0.39,-0.037,1.5,-1.8,i,-3.3,561,13%,0.52,1365,12%,3.3,2.2,2.5,13,-19,i,8
O=C(c1c[nH]c(C(=O)C(Cl)(Cl)Cl)c1)c1ccc(F)cc1Cl,-2.2,0.37,-0.64,0.58,i,-2.3,1061,1%,1.7,1431,-2%,6.4,2.8,6.0,-5,6,i,16
O=C1C2C(c3ccccc3)C=CC(c3ccccc3)C2C(=O)N1c1ccccn1 (stereo unspecified),0.68,-0.22,0.58,-0.81,i,0.4,1061,6%,-0.14,1358,14%,2.5,1.7,0.6,10,17,i,-5
CC(C)(C)NC(=O)NC(=O)CN1CCCc2ccccc21,0.14,-0.26,0.34,-0.17,i,-1.5,1133,12%,.,.,3%,3.3,1.8,9.7,8,9,i,3
O=C(c1[nH]ncc1-c1ccccc1)C1CO1 (stereo unspecified),-0.91,-0.21,-0.4,0.6,i,-1.2,1163,.,-0.19,1228,.,.,.,.,.,.,.,.
COc1ccccc1NC(=O)C1=C(C)Nc2nc(CCCO)nn2C1c1ccc2c(c1)OCO2 (stereo unspecified),-0.88,-0.24,-0.61,-0.28,i,1.4,948,2%,0.72,1136,7%,2.2,2.2,8.9,15,13,i,-2

# Individual results from the entries so far:
# COc1ccccc1NC(=O)C1=C(C)Nc2nc(CCCO)nn2C1c1ccc2c(c1)OCO2 (stereo unspecified) | Insulin prom up cell count = 1136
# c1ccc(Cc2nnc3sc(-c4ccccn4)nn23)cc1 | MT stabilize HCS Hoechst-high % = 1.8
# CC1CCc2nc(N)c(C#N)c(-c3ccncc3)c2C1 (stereo unspecified) | WT yeast gro inh = 17

# Quoted at random: 2 entries already listed
SMILES,Dynein transport,Dynein transport cytoplasmic EGFP,Dynein transport nuclear GR-EGFP,Dynein transport cell count,Yfh1-off respiration,bCat nuc transl,bCat nuc transl cell count 5 µM,human PMI inhibitors,Insulin prom up,Insulin prom up cell count,PMI inhibitors,MT stabilize HCS,MT stabilize HCS Hoechst-high %,MT stabilize HCS cytotoxicity %,WT yeast gro inh,WT yeast gro inh mutant strain,Autophagy mod,Autophagy mod cell loss 18 h
C=CCNC(=O)COc1ccc(S(=O)(=O)N2CCCC2)cc1,-0.13,-0.34,-0.63,2.8,i,0.0,1524,-2%,0.83,1352,3%,2.2,2.2,12,4,-10,i,-5
COc1ccccc1NC(=O)C1=C(C)Nc2nc(CCCO)nn2C1c1ccc2c(c1)OCO2 (stereo unspecified),-0.88,-0.24,-0.61,-0.28,i,1.4,948,2%,0.72,1136,7%,2.2,2.2,8.9,15,13,i,-2
